Compound activity from PubChem.
KCNH2 WT inh = KCNH2 (human, wildtype) channel inhibition; 340,000 compounds, 0.37% hits; U2OS, BacMam KCNH2, thallium flux FluxOr; hits give low values; activity change, % at 1.84 µM;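 active = maximum activity change below -70%; inconclusive = maximum activity change between -70% and -50%; inactive = maximum activity change above -50%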; also: % is scaled to controls: 0 for no effect and ±100 for the full control effect
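U2OS cells transduced with wild-type KCNH2 virus are loaded with FluxOr dye for 45 min, and thallium flux is measured in kinetic reads before and after stimulation buffer. Rate constants are normalized to DMSO controls.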
TSHR antagonist = antagonists of human thyroid stimulating hormone receptor | P16473 | TSHR-expressing cells, TSH-stimulated cAMP HTRF, 2 h; hits give low values | activity change, negative = inhibition, % at 11.5 µM | 330,000 compounds, 0.2% hits | AID 504810;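 active = activity change below a set negative limit, meaning inhibition stronger than a set level, cut at about -70% in these data; inconclusive = activity change between two set negative limits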; also: % is scaled to controls: 0 for no effect and ±100 for the full control effect
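TSHR-expressing cells were treated with compounds, then stimulated with TSH at EC80 (4nM final) for 2 hours at 37 deg C. Cellular cAMP was measured by HTRF competition between lysate cAMP and cAMP-d2 for a cryptate-labelled anti-cAMP antibody.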
GALK inh = blocks human galactokinase activity; Purified GALK, Kinase-Glo residual ATP luminescence; Potency, µM (top dose mostly 57.5 µM), without a hit: top-dose activity change, negative = inhibition, actives largely listed as inhibitors; 270,000 compounds, 0.007% hits; also: potency is read from the fitted curve at half-maximal effect; % is scaled to controls: 0 for no effect and ±100 for the full control effect
Target sequence (P51570 whole entry, looked up): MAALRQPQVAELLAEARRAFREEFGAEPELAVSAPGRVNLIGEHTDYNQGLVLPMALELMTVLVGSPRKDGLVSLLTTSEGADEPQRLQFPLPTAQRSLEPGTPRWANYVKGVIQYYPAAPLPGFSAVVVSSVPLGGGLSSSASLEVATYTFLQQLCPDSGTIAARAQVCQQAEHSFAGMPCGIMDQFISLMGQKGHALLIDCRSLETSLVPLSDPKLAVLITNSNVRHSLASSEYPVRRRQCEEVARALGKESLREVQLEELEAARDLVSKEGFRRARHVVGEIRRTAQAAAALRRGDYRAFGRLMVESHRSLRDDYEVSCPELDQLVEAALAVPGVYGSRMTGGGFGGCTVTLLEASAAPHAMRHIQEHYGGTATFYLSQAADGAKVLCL
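The enzyme phosphorylates galactose (100 uM) using ATP (35 uM); inhibition is detected as higher residual ATP, quantified by bioluminescence after 1 h reaction at room temperature, pH 8.0.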
Mito fusion yeast = mitochondrial division inhibition or fusion activation | S. cerevisiae fusion-defective mutant growth rescue, CellTiterGlo 48 h | Potency, µM (highest dose often 46.1 µM), for inactives: top-dose growth rescue (activation), actives largely listed as activators | 320,000 compounds, 0.23% hits | AID 485298;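 also: potency is read from the fitted curve at half-maximal effect; % of control where 0% means no effect; nearly all actives have a fitted effect of over 45% in size; temperature-sensitive fusion mutants such as fzo1-1 at 37 °C on non-fermentable ethanol glycerol medium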
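Growth-rescue viability read-out: after 48 h at the non-permissive 37C in glycerol/ethanol YPEG, yeast mitochondrial fusion mutants are measured by CellTiterGlo luminescence; compounds (23 nl pinned per well) restoring growth score as division inhibitors or fusion activators.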
S-ASM inh = human S-ASM enzyme inhibition. P17405. placental ASM, HMU-PC fluorogenic substrate, 60 min. Potency, µM (titrated, usually from 57.5 µM), without a hit: at the highest dose activity change, negative = inhibition, most hits filed as inhibitors. 340,000 compounds, 0.006% hits; also: potency is read from the fitted curve at half-maximal effect
Target sequence (P17405 47-631 limits assumed): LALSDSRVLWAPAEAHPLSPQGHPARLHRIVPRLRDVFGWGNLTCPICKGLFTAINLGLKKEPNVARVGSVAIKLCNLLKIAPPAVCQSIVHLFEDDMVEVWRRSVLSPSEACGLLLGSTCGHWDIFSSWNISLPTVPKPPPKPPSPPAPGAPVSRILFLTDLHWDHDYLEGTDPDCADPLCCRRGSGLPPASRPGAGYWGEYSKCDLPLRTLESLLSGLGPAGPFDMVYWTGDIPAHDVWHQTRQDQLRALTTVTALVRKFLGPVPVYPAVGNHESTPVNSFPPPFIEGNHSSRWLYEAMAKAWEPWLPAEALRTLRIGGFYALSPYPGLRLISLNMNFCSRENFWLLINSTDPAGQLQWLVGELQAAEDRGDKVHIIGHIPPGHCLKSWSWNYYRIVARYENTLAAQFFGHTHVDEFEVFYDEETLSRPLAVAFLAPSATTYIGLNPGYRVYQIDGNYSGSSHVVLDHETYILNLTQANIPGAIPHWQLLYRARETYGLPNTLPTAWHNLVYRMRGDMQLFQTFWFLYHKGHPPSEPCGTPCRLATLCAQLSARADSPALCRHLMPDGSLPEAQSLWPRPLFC
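Fluorescence read-out (Ex 386 nm, Em 447 nm) after stopping the reaction at pH 10. Enzyme: ASM from human placenta; substrate HMU-PC0, 9 uM final; 60 min, 37 °C. Compound preincubation 10 min, ambient temperature.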
Eya2 phos inh = inhibitors of human Eya2 phosphatase activity. O00167. recombinant Eya2, OMFP fluorescence dephosphorylation (OMFP is methylfluorescein phosphate). Potency, µM (series often up to 76.9 µM), without a hit: at the highest dose activity, negative = inhibition, actives largely listed as inhibitors. 330,000 compounds, 0.006% hits. AID 488837; also: potency is read from the fitted curve at half-maximal effect; % is scaled to controls: 0 for no effect and ±100 for the full control effect
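Eya2 (0.2 uM) preincubated 10 min at ambient with compound, then OMFP substrate added at 50 uM; 10 min reaction in 50 mM HEPES pH 7.5, 50 mM NaCl, 5 uM MgCl2, 0.05% BSA, 1 mM DTT. Fluorescence read at Ex 485/Em 525 nm.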
USP2a block = USP2a (human) protease inhibition; Potency, µM (highest dose often 38.3 µM), for inactives: top-dose activity change, negative = inhibition, most hits filed as inhibitors; AID 463254; USP2 core, Ub-CHOP2 coupled fluorogenic reporter, 485/531; 330,000 compounds, 0.01% hits;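 also: potency is read from the fitted curve at half-maximal effect; plate controls were DMSO wells for no effect and full inhibition by NEM control for full effect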
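USP2 core (10nM final) preincubated 30min RT with compound in 20mM Tris-HCl pH 8.0, 2mM CaCl2, 2mM beta-mercaptoethanol, 0.05% CHAPS; 25nM Ub-CHOP2 plus 25nM reporter substrate added, fluorescence (Ex485/Em531) read after 60min.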
PKM2 activator = PKM2 (human) enzyme activation; purified PKM2, Kinase-Glo ATP luminescence, activation; response scale: 0% is enzyme alone, no compound; Potency, µM (titrated, usually from 57.5 µM), inactives show top-dose activation, most hits filed as activators; 260,000 compounds, 0.34% hits; also: potency is read from the fitted curve at half-maximal effect; % is scaled to controls: 0 for no effect and ±100 for the full control effect; nearly all actives have a fitted effect of over 55% in size
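Purified hPK-M2 (>95% pure) converted ADP (0.1 mM final) to ATP with 0.5 mM PEP in 50 mM imidazole pH7.2, KCl, MgCl2, Tween 20, BSA; 1 h at room temperature. ATP detected by Kinase-Glo luminescence.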
MBNL1-CUG inh = inhibitors of human MBNL1 binding to CUG repeat RNA. Q9NR56. TR-FRET MBNL1-His/biotin-(CUG)12 binding, 665/545 ratio. Potency, µM (doses to about 57.5 µM), for the others: at the highest dose activity change, negative = inhibition, usual class: inhibitors. 280,000 compounds, 0.036% hits; active = well fitted inhibition curve with a large enough effect in the signal ratio, with a control signal flat, not every such curve was filed as active; inconclusive = small, poorly fitted or top-dose-only effect, or effect the other way, or a change in a side signal; inactive = no such curve, though single readings can be large or run the other way; the % refers to the signal ratio; also: potency is read from the fitted curve at half-maximal effect; % is scaled to controls: 0 for no effect and ±100 for the full control effect
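TR-FRET readout: Ex 340 nm, 665/545 nm emission ratio, normalized to buffer-only (basal) and MBNL1-(CUG)12 controls. Complex of MBNL1-His with Biotin-(CUG)12, compounds 92 nM–58 uM, incubated 60 min at room temperature.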
BCR signal inh = blocks chronic active B-cell receptor signaling | AID 493014 | ABC-DLBCL IkBa-CBG/CBR reporter, luminescence ratio, 4 h | 340,000 compounds, 0.05% hits | Potency, µM (highest dose often 46.1 µM), without a hit: at the top dose ratio change, negative = lower green/red ratio, most hits filed as inhibitors; active = well fitted inhibition curve with a large enough effect in the signal ratio, with a control signal flat, not every such curve was filed as active; inconclusive = small, poorly fitted or top-dose-only effect, or effect the other way, or a change in a side signal; the % refers to the signal ratio;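 also: potency is read from the fitted curve at half-maximal effect; plate controls were basal doxycycline-induced cells for no effect and cells given 10 µM MG132 for full effect; MG132 reads +100%, hits lower the ratio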
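TMD8 human ABC-DLBCL cells with doxycycline-inducible IκBα–green luciferase fusion and unfused red luciferase, in 0.5% FBS medium; compounds up to 46 uM, 4 h at 37C. Green/red luminescence ratio, filter-overlap corrected, fitted to concentration-response curves.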
Menin MLL FP TR = displaces Texas Red mutant MLL peptide from human menin; O00255; 270,000 compounds, 0.23% hits; Potency, µM (series often up to 61.6 µM), inactives show at the top dose FP activity change, negative = inhibition, actives largely listed as inhibitors; Menin + Texas Red MLL mutant peptide, fluorescence polarization; AID 1768; active = well fitted inhibition curve with a large enough effect in the polarisation, with a control signal flat, not every such curve was filed as active; inconclusive = small, poorly fitted or top-dose-only effect, or effect the other way, or a change in a side signal; inactive = no such curve, though single readings can be large or run the other way; the % refers to the polarisation; also: potency is read from the fitted curve at half-maximal effect; % of control where 0% means no effect; many of its hits are not listed in these tables
The depositor's hits bear a star; u = inconclusive; x = no result given; [ ] = remark or other dose. Unless noted, calls follow the shape of the dose curve; as a rule, active = well fitted curve in the direction sought with a large enough effect; inconclusive = small, poorly fitted or top-dose-only effect, or another doubt; inactive = no such curve, though single readings can be large; an effect the other way counts as inactive or inconclusive. This is a subset; rates above refer to the full screens.

Results follow in this order: KCNH2 WT inh	TSHR antagonist	GALK inh	Mito fusion yeast	S-ASM inh	Eya2 phos inh	USP2a block	PKM2 activator	MBNL1-CUG inh	BCR signal inh	Menin MLL FP TR
1	CCC1CCc2sc(C(=O)NCC(c3ccc(OC)cc3)N3CCOCC3)cc2C1 (configuration not stated)
→ -1.3	-4.5	x	8.8%	-2.5%	-22.0%	-2.2%	x	x	u	x
2	Cc1nc(NC2=NCN(C3CCCCC3C)CN2)nc2ccccc12 (configuration not stated)
→ x	-1.1	-1.4%	2.1%	x	12.9%	0.9%	-5.7%	-2.9%	8.7%	6.2%
3	CCCCCCn1c(N2CCC(C)CC2)nc2c1c(=O)[nH]c(=O)n2C
→ 2.9	-9.6	3.1%	25.2%	-0.9%	9.3%	6.0%	-0.9%	2.6%	u	u
4	CN(C(=O)CC1C(=O)NCCN1CC1CCCCC1)C1CCOCC1 (configuration not stated)
→ -2.1	0.8	3.1%	-11.6%	47.3%[activator]	1.2%	3.4%	0.7%	6.9%	-3.9%	x
5	Cc1ccc(-c2noc(CCCOc3ccc(Cl)cc3Cl)n2)cc1
→ -2.0	-11.7	3.6%	6.5%	-18.1%	-18.7%	-4.1%	2.7%	-1.3%	u	7.7%
6	O=C(c1ccc(Cl)cc1)N(c1ccccn1)C1CCCCC1
→ -7.0	-2.7	-2.8%	4.4%	9.9%	4.4%	-0.1%	-2.8%	-1.8%	3.0%	-15.3%
7	CCOc1ccc(CNc2ccc3c(c2)ncn3C(C)(C)C)cc1
→ 23.7	-4.3	x	-32.4%	1.3%	-9.6%	-0.7%	x	-2.6%	0.7%	-30.0%
8	COc1ccc(N2C(=O)CC(Sc3nc4ccccc4s3)C2=O)cc1OC (configuration not stated)
→ -4.4	-0.8	-2.9%	-14.7%	-5.0%	-3.8%	-0.4%	u	-1.0%	u	-13.3%
9	COC(=O)C1=C(C)NC2=C(C(=O)CC(C)(C)C2)C1c1ccccn1 (configuration not stated)
→ -1.9	-2.0	0.1%	0.0%	421.9%[activator]	-13.0%	4.3%	3.9%	10.5%	6.2%	23.9%
10	COc1ccc(C)cc1N(C(=O)CNC(=O)c1ccco1)C(C(=O)NCC1CCCO1)c1ccccc1 (configuration not stated)
→ -10.3	-5.8	4.7%	2.3%	-0.8%	-9.8%	9.5%	1.3%	-5.3%	10.4%	-10.1%
11	COc1ccc(F)c(-c2nc(CN3CCN(C(=O)c4ccco4)CC3)c(C)o2)c1
→ 11.4	-8.5	2.3%	-6.0%	7.5%	-0.9%	-1.0%	1.5%	-4.4%	0.5%	x
12	CC1=C[C@H]2OC(=O)[C@@H](C)[C@H]2C[C@@H]2[C@H]1C[C@@H](O)[C@@]2(C)O
→ 0.6	-7.8	-0.7%	19.8%	-4.7%	-8.5%	13.7%	8.9%	5.1%	u	x
13	O=C(C1CCN(S(=O)(=O)c2ccc(Br)s2)CC1)N1CCc2ccccc21
→ -45.7	-14.8	0.0%	10.6%	-0.9%	-5.5%	-1.0%	0.7%	-5.2%	-1.5%	-3.1%
14	O=C(CC12CC3CC(CC(C3)C1)C2)NC(Cc1ccccc1)C(=O)O (configuration not stated)
→ 14.9	-0.4	-3.1%	0.5%	2.1%	12.1%	4.1%	4.2%	0.6%	-3.2%	-7.2%
15	Cc1ccccc1Cn1cnc2ccccc21
→ 2.0	-12.4	-1.9%	-8.7%	3.0%	-1.0%	-1.5%	3.2%	11.1%	-8.6%	-9.1%
16	CCOC(=O)N1CCN(CCC(=O)Nc2cc(OC)ccc2OC)CC1
→ -0.2	-15.1	0.9%	9.8%	-0.8%	3.6%	7.9%	0.0%	-3.5%	5.0%	15.0%
17	CC(C)CCc1noc(CN2CCN(CC(=O)NC(C)C)CC2)n1
→ 4.6	12.7	5.0%	-8.1%	0.9%	4.9%	-0.3%	-5.8%	6.9%	-3.3%	x
18	C/C(=C\C(=O)c1c(O)cc(C)oc1=O)N(C)C
→ 7.6	3.3	11.6%	4.1%	1.3%	18.8%	-4.9%	5.6%	x	8.5%	-1.7%
19	Cc1cc(C)n2nc(C(=O)Nc3cccc(S(=O)(=O)N4CCCC4)c3)nc2n1
→ -3.8	9.9	5.2%	-1.5%	-4.0%	-9.2%	0.0%	0.4%	-15.3%	u	x
20	CC(C)(C)c1ccc(OCCC(=O)OCC(=O)NC(=O)NC2CCCC2)cc1
→ -3.2	-1.9	x	-9.1%	-0.3%	-31.5%	-9.0%	x	x	-12.3%	x
21	O=C(N/N=C\c1cc2c(cc1Cl)OCO2)c1ccc(Br)s1
→ 8.5	-15.0	-3.5%	2.6%	15.8%	-5.4%	0.9%	-0.1%	3.5%	-0.1%	x
22	O=C(NNC(=S)NC(=O)c1ccccc1)c1ccc([N+](=O)[O-])cc1
→ -9.4	2.7	-7.9%	3.4%	-3.3%	-18.2%	0.2%	-0.7%	u	u	u
23	CCOC(=O)C(NC(=O)CC(C)C)(Nc1sc(C)c(CC)c1C#N)C(F)(F)F (configuration not stated)
→ 4.0	-6.2	1.2%	-0.7%	-0.8%	-7.2%	1.8%	6.9%	1.2%	-0.7%	10.4%
24	COC(=O)c1sccc1NC(=O)c1ccc2c(c1)OCO2
→ -5.4	0.4	0.8%	8.2%	4.0%	-0.3%	2.7%	-4.5%	-4.0%	2.8%	-3.1%
25	O=C(CN1C(=O)C(=O)c2ccccc21)NCCc1ccccc1
→ 21.5	12.2	-2.5%	4.0%	-3.5%	-10.8%	-4.4%	31.6µM*	5.6%	13.4%	11.2%
26	Cc1cccc(NC(=O)c2ccc(Cl)c(S(=O)(=O)N3CCCCCC3)c2)n1
→ 11.3	-26.2	x	u	1.4%	-13.8%	5.2%	x	x	0.3%	x
27	C=C1CCN(CC(=O)OC)S(=O)(=O)c2ccccc21
→ 5.4	12.8	-1.2%	-10.6%	5.4%	-2.1%	3.6%	3.3%	-15.0%	u	-4.3%
28	O=c1c2ccccc2c(-c2ccccc2)nn1-c1cc(Cl)cc(Cl)c1
→ 2.9	8.3	-2.7%	2.3%	-1.7%	-9.0%	-0.7%	3.8%	8.0%	6.4%	x
29	O=C(O)C1C2CCC(C2)C1C(=O)NCCc1ccccc1 (configuration not stated)
→ -10.0	-6.4	4.1%	5.3%	5.2%	-20.6%	-0.8%	-0.2%	-0.6%	0.9%	-11.4%
30	COc1cccc(CNC(=O)c2cc(C3CC3)nc3c2cnn3C(C)C)c1
→ 7.7	-25.2	x	15.4%	-3.9%	0.4%	-1.4%	x	x	u	x
31	CN(C(N)=S)c1ccccc1
→ 3.6	-1.9	-0.9%	-5.5%	-0.2%	-2.2%	-0.8%	-0.3%	-1.2%	0.0%	5.7%
32	COc1ccc(C(C(=O)NC(C)(C)C)N(C(=O)CCC(=O)Nc2cc(C)on2)c2cccc(F)c2)cc1 (configuration not stated)
→ -6.8	-2.6	-1.4%	4.0%	-2.1%	u	-0.4%	x	-1.0%	0.8%	-2.5%
33	Cc1ccnc(NC(=O)C2CCCN(S(=O)(=O)c3cnc[nH]3)C2)c1 (configuration not stated)
→ -5.2	4.3	-1.8%	-0.3%	1.2%	4.7%	4.3%	5.2%	1.1%	-3.6%	9.6%
34	CC(NC(=O)COC(=O)CCc1ccc(S(=O)(=O)N2CCOCC2)cc1)C1CC2CCC1C2 (configuration not stated)
→ -1.0	-1.8	-2.0%	0.4%	-0.7%	-8.7%	1.8%	5.1%	x	-0.2%	9.8%
